Screens: PubChem, National Center for Advancing Translational Sciences (NCATS)
FLuc counter = counter-screen for miR-21 project: firefly luciferase inhibitors or activators; P08659; purified FLuc, Km substrates, luminescence inhibition; Potency, µM (series often up to 57.5 µM), for inactives: at the highest dose activity change, negative = inhibition, actives largely listed as inhibitors; actives 6.9% (n = 360,000); AID 588342;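 note: potency is the fitted concentration of half-maximal effect; plate controls were vehicle for no effect and reference inhibitor for full effect; nearly all actives have a fitted effect of over 55% in size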
Target sequence (P08659 whole entry, looked up): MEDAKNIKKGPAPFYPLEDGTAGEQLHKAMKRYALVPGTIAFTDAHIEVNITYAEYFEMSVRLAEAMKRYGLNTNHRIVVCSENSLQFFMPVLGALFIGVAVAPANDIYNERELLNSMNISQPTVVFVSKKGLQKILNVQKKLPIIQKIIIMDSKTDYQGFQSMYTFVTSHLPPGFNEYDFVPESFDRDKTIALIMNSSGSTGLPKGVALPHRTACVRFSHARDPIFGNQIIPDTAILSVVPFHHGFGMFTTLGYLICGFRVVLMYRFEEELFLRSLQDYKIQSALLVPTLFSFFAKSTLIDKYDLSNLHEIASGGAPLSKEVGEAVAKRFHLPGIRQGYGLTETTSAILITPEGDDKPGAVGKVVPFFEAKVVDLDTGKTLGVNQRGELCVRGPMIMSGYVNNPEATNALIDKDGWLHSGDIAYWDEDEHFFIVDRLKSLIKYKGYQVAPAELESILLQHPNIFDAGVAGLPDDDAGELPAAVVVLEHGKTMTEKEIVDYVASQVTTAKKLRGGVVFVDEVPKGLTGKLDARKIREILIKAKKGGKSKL
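Purified P. pyralis luciferase (10nM final) with 10uM D-luciferin and 10uM ATP (Km levels) in 50mM Tris acetate pH 7.5, 10mM Mg acetate, 0.01% Tween-20, 0.05% BSA; qHTS 6-point titration, ~60 µM downward; luminescence read.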
NPC1 prom act = activates the NPC1 promoter. Huh7 NPC1 promoter luciferase reporter, 24 h. Potency, µM (top dose mostly 9.22 µM), for inactives: top-dose activation, most hits filed as activators. actives 2.4% (n = 320,000);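 note: potency is the fitted concentration of half-maximal effect; % of control where 0% means no effect; nearly all actives have a fitted effect of over 60% in size; reporter is driven by a mutant NPC1 promoter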
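Compounds in DMSO were transferred onto Huh7 NPC1-luciferase reporter cells pre-incubated 2 h; after 24 h at 37 °C, Amplite reagent was dispensed and luminescence recorded 10 min later.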
PKM2 activator = PKM2 (human) enzyme activation | actives 0.34% (n = 260,000) | P14618 | purified PKM2, Kinase-Glo ATP luminescence, activation; response scale: 0% is enzyme alone, no compound | Potency, µM (top dose mostly 57.5 µM), inactives show top-dose activation, most hits filed as activators; note: potency is the fitted concentration of half-maximal effect; % is set by controls: 0 for no effect and ±100 for the full control effect; nearly all actives have a fitted effect of over 55% in size
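Purified hPK-M2 (>95%) run at intermediate activity with 0.1 mM ADP and 0.5 mM PEP in 50 mM imidazole pH 7.2, KCl, MgCl2; 1 h room temperature. ATP formed read by Kinase-Glo luminescence; normalized to uninhibited and no-enzyme controls.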
Rab9 prom act = Rab9 promoter activation; actives 2.8% (n = 320,000); Huh7 Rab9 promoter-luciferase reporter, luminescence, 24 h; AID 485297; Potency, µM (series often up to 9.22 µM), without a hit: at the top dose activation, negative = inhibition, usual class: activators; note: potency is the fitted concentration of half-maximal effect; % of control where 0% means no effect; nearly all actives have a fitted effect of over 60% in size
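Huh7 reporter line, Rab9 promoter upstream of luciferase. Compound exposure 24 h at 37 °C in reduced-serum medium with 10% FBS. Read-out: luminescence.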
MBNL1 CUG block = MBNL1-poly(CUG) RNA binding inhibition | Q9NR56 | TR-FRET MBNL1-His/biotin-(CUG)12 binding, 665/545 ratio | Potency, µM (top dose mostly 57.5 µM), inactives show top-dose activity change, negative = inhibition, actives largely listed as inhibitors | actives 0.036% (n = 280,000) | AID 2675; active = well fitted inhibition curve with a large enough effect in the signal ratio, with a control signal flat, not every such curve was filed as active; inconclusive = small, poorly fitted or top-dose-only effect, or effect the other way, or a change in a side signal; inactive = no such curve, though single readings can be large or run the other way; the % refers to the signal ratio; note: potency is the fitted concentration of half-maximal effect; % is set by controls: 0 for no effect and ±100 for the full control effect
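Ratiometric TR-FRET (665 over 545 nm, excitation 340 nm) tracks disruption of MBNL1-His/biotin-(CUG)12 complex after 60 min at room temperature, with compounds at 92 nM to 58 uM final.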
ELG1 repair inh = blocks ELG1-dependent DNA repair in HEK293T cells. actives 2.3% (n = 330,000). Potency, µM (series often up to 46.1 µM), for inactives: at the highest dose activity change, negative = inhibition, usual class: inhibitors. HEK293T ELG1-luciferase reporter, luminescence, 16 h; DNA damage induced by 5-fluorouridine; note: potency is the fitted concentration of half-maximal effect; % is set by controls: 0 for no effect and ±100 for the full control effect; nearly all actives have a fitted effect of over 55% in size
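Step one: seed 2,000 cells per well. Step two: pin-transfer compound or DMSO alongside 5-fluorouridine. Step three: incubate 16 hr, 37 °C, 5% CO2. Step four: add ONE-Glo, wait 30 min, read luminescence.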
Gal4-VP16 FLuc = counter-screen for ROR gamma inhibitors: Gal4-VP16 reporter; Drosophila S2 Gal4-VP16 UAS-luciferase, luminescence, 20 h; AID 2546; actives 3.5% (n = 310,000); Potency, µM (series often up to 53.6 µM), inactives show top-dose activity, negative = inhibition, hits mostly inhibitors;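 note: Gal4-VP16 expression switched on by copper sulfate through the metallothionein promoter; potency is the fitted concentration of half-maximal effect; % is set by controls: 0 for no effect and ±100 for the full control effect; nearly all actives have a fitted effect of over 50% in size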
RORg inh = ROR gamma (mouse) transcription inhibition | actives 5.4% (n = 310,000) | AID 2551 | P51450 | Potency, µM (titrated, usually from 53.6 µM), for inactives: top-dose activity change, negative = inhibition, most hits filed as inhibitors | Drosophila S2 Gal4-RORgamma UAS-luciferase reporter, 20 h; note: potency is the fitted concentration of half-maximal effect; % is set by controls: 0 for no effect and ±100 for the full control effect; nearly all actives have a fitted effect of over 60% in size
Target sequence (P51450 whole entry, looked up, the tested form may be a part): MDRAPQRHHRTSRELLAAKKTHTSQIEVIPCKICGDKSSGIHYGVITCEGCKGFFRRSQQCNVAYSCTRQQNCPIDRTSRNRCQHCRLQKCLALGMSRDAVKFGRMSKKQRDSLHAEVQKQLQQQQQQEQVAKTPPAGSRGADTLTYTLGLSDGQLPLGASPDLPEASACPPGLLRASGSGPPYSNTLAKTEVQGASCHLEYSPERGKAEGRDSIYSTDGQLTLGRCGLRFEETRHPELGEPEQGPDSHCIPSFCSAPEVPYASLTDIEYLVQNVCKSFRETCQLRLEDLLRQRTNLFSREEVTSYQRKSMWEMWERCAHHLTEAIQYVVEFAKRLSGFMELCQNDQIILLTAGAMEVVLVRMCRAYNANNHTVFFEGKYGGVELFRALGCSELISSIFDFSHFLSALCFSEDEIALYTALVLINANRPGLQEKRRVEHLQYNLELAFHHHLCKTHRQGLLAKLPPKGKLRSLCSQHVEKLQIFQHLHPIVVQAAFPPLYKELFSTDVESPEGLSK
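In this cell-based reporter format, copper sulfate (700 uM final) drives Gal4–ROR gamma fusion expression from a metallothionein promoter in Drosophila Schneider cells; compounds preincubated 1 hr, reporter read after 20 hr at ambient temperature.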
KCNH2 3.1 block = blocks the human KCNH2 3.1 channel isoform. U2OS KCNH2 3.1, thallium flux FluxOr; stronger effect = lower value. activity change, % (tested at about 1.8 µM). actives 0.95% (n = 340,000);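 active = maximum activity change below -70%; inconclusive = maximum activity change from -70% to -50%; inactive = maximum activity change above -50%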;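 note: thallium influx rate constant from kinetic fluorescence after stimulation buffer; % is set by controls: 0 for no effect and ±100 for the full control effect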
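Measured as rate of thallium-driven FluxOr signal in transduced U2OS cells carrying the 3.1 channel, read kinetically for 2 min upon stimulation; values are rate constants scaled to DMSO control wells.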
Mito fusion yeast = inhibitors of mitochondrial division or activators of mitochondrial fusion. Potency, µM (titrated, usually from 46.1 µM), for inactives: at the top dose growth rescue (activation), actives largely listed as activators. S. cerevisiae fusion-defective mutant growth rescue, CellTiterGlo 48 h. actives 0.23% (n = 320,000);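 note: potency is the fitted concentration of half-maximal effect; % of control where 0% means no effect; nearly all actives have a fitted effect of over 45% in size; temperature-sensitive fusion mutants such as fzo1-1 at 37 °C on non-fermentable ethanol glycerol medium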
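Read-out: ATP-based luminescence (CellTiterGlo, 10 min ambient) reporting growth of fusion-defective ts yeast after 48 hours at 37C on glycerol/ethanol YPEG medium in the presence of compound.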
Menin-MLL TR inh = displaces Texas Red mutant MLL peptide from human menin; AID 1768; Menin + Texas Red MLL mutant peptide, fluorescence polarization; Potency, µM (series often up to 61.6 µM), for the others: top-dose FP activity change, negative = inhibition, most hits filed as inhibitors; actives 0.23% (n = 270,000); O00255; active = well fitted inhibition curve with a large enough effect in the polarisation, with a control signal flat, not every such curve was filed as active; inconclusive = small, poorly fitted or top-dose-only effect, or effect the other way, or a change in a side signal; inactive = no such curve, though single readings can be large or run the other way; the % refers to the polarisation; note: potency is the fitted concentration of half-maximal effect; % of control where 0% means no effect; many of its hits are not listed in these tables
Numbers without * were called inactive; ? = inconclusive; · = no result given; [ ] = dose if it differs, or a comment. Unless noted, calls come from the whole dose curve; as a rule, active = well fitted curve in the direction sought with a large enough effect; inconclusive = small, poorly fitted or top-dose-only effect, or another doubt; inactive = no such curve, though single readings can be large; an effect the other way counts as inactive or inconclusive. Only part of the results is shown, so the mix of outcomes need not match the whole.

SMILES | FLuc counter | NPC1 prom act | PKM2 activator | Rab9 prom act | MBNL1 CUG block | ELG1 repair inh | Gal4-VP16 FLuc | RORg inh | KCNH2 3.1 block | Mito fusion yeast | Menin-MLL TR inh
CCOc1cc2[nH]c(=S)n(Cc3ccc(C(=O)NCCCN(CC)CC)cc3)c(=O)c2cc1OCC | 2.6% | 0.7% | · | 6.3% | -6.2% | 5.0% | -11.1% | 4.0% | 10.8 | 0.7% | -13.2%
Cc1cccc(NC(=O)c2cnn(C)c2)c1C | 0.6% | -0.1% | 7.4% | -0.4% | -3.8% | 13.8% | 1.9% | 12.5% | 3.4 | -5.1% | 9.7%
COCCN(C(=O)/C=C/c1cccc([N+](=O)[O-])c1)c1c(N)n(Cc2ccccc2)c(=O)[nH]c1=O | 0.1% | -0.8% | 3.16µM* | -3.4% | · | -1.8% | -3.2% | -1.3% | -18.3 | 5.2% | ·
CCc1ccc(OCC(=O)NNC(=O)c2cc(S(=O)(=O)N3CCOCC3)ccc2N2CCCC2)cc1 | · | -8.5% | · | 5.0% | · | -8.1% | · | · | 14.8 | -1.8% | ·
O=C(c1cccnc1)N1N=C2CCCCCC2C1(O)C(F)(F)F (stereo not given) | -11.4% | -2.4% | 2.4% | -2.5% | -7.3% | -8.4% | -6.1% | -0.7% | -26.7 | 16.7% | 2.1%
COc1ccc(CSC2=NCCN2)cc1Cl | -0.2% | -2.8% | -3.8% | 5.3% | -2.2% | -0.5% | 3.3% | 41.2% | -19.9 | -1.8% | 7.4%
Cc1cc(C(=O)N2CCCc3ccccc32)ccc1[N+](=O)[O-] | -2.7% | -3.9% | 1.1% | -3.7% | 30.2%[activator] | 8.3% | -6.2% | 7.7% | 2.9 | 1.5% | -11.0%
O=C(CSc1cn(Cc2ccccc2)c2ccccc12)Nc1nccs1 | 0.849µM* | 3.16µM* | 18.4% | 2.51µM* | 8.3% | ? | -4.2% | ? | -2.3 | -0.6% | -0.4%
COc1cc(SC#N)ccc1N=Cc1c(C)[nH]n(-c2ccc(Cl)cc2)c1=O | -1.6% | ? | -11.2% | -12.7% | -5.9% | ? | 5.62µM* | 5.62µM* | -8.3 | -0.3% | ?
CCCc1nnc(NC(=O)CCC(=O)N2CCN(Cc3ccc(F)cc3)CC2)s1 | 1.7% | -2.4% | · | 1.3% | -6.7% | 14.8% | 12.9% | 8.0% | -14.1 | -1.7% | ·
Cc1nn(Cc2cccc(C(=O)N3CCCC(C)C3)c2)c(C)c1[N+](=O)[O-] (stereo not given) | -0.1% | -2.7% | 0.6% | -8.7% | -2.1% | -14.3% | 0.3% | ? | -3.0 | -4.6% | -0.2%
COc1ccc(/C=C(\NC(=O)c2ccccc2)C(=O)NCc2ccco2)cc1 | 2.5% | -2.5% | · | -1.4% | 0.5% | ? | -8.0% | 2.2% | -1.1 | -9.9% | 8.2%
Cc1ccc(Cn2c(=O)cc(C(=O)O)c3ccccc32)cc1 | ? | 2.2% | 0.0% | 4.8% | 4.4% | 7.0% | -0.2% | -19.8% | 9.0 | 0.7% | -8.8%
COCC(=O)N(CCc1ccc(OC)c(OC)c1)Cc1nc2ccccc2c(=O)[nH]1 | 3.1% | -2.8% | -0.6% | -0.6% | 1.7% | 25.5% | -12.6% | -31.5% | -19.9 | -0.2% | 1.2%
CCCOc1ccc(CN(CCO)CCO)cc1[N+](=O)[O-] | 1.0% | -1.7% | 1.1% | 0.6% | 18.3% | 10.6% | -3.6% | 9.8% | ? | -6.8% | -3.1%
CCOC(=O)c1ccc(NC(=O)CSc2nnc(Cc3cccs3)n2C)cc1 | -17.3% | -0.8% | 6.6% | -0.8% | 2.6% | -1.3% | 10.2% | 40.2% | 5.3 | 5.9% | -0.3%
CC(=O)N1c2ccc(S(=O)(=O)N3CCC(C(=O)Nc4cccc(C(F)(F)F)c4)CC3)cc2CC1C (stereo not given) | 5.0% | -8.8% | -0.9%[0.46 µM] | -13.9% | -2.5% | -25.2% | ? | -36.2% | -19.1 | 10.9% | 53.7%[activator]
COc1ccc(OC)c(CCNC(=O)CCCC(=O)n2ncc3cc(C)ccc32)c1 | -0.3% | 3.0% | 17.3% | 1.2% | -1.8% | 8.5% | 0.0% | -4.7% | -7.0 | 0.5% | -16.5%
CCOc1ccc(N(CC(=O)NC2CCCCC2)C(=O)CCC(=O)Nc2nc(C)cs2)cc1 | -0.3% | -0.9% | -10.6% | -0.9% | 4.0% | -8.0% | -2.9% | 16.2% | -9.9 | -1.0% | ?
CC(C)c1ccc(NC(=O)C(c2ccc3c(c2)OCO3)N2CCC3(CC2)OCCO3)cc1 (stereo not given) | -0.8% | -0.6% | -3.9% | 0.1% | -8.7% | 5.5% | 7.8% | -23.9% | 1.1 | 13.7% | -14.8%
CCOC(=O)c1sc(-c2cccc([N+](=O)[O-])c2)cc1N | -13.8% | 22.7% | -2.2% | ? | 14.6% | ? | 21.2% | ? | 8.6 | 1.8% | ?
Cc1ccccc1-n1nnnc1SCCCC(=O)c1ccc(F)cc1 | 0.1% | -1.6% | -8.0% | -5.2% | 12.0% | -17.5% | ? | ? | 2.0 | 12.8% | -8.8%
Cc1cccc(-n2c(=O)c3c4c(sc3n3c(=S)[nH]nc23)CCC4)c1 | ? | -1.1% | -10.6% | -5.2% | -0.6% | 9.8% | ? | ? | -7.8 | 0.5% | 2.4%
Nc1nnc2c(n1)CCCC2 | -2.0% | 5.1% | -2.6% | 5.6% | -12.5% | 0.1% | 7.8% | -20.2% | 2.9 | 4.9% | -5.9%
CCN(CC)C(C(=O)Nc1ccc(C(C)C)cc1)c1ccc2c(c1)OCO2 (stereo not given) | 1.8% | -4.8% | 0.6% | -0.4% | -10.9% | -3.4% | -8.3% | 8.5% | -5.1 | -8.0% | -17.3%
O=C(Nc1cccc(S(=O)(=O)NC2=NCCC2)c1)c1ccccc1OC(F)F | -0.8% | 2.4% | · | 0.5% | · | 0.0% | · | · | -3.2 | -3.8% | ·
CCc1ccc(OCC(=O)NC(=S)Nc2cccc(CO)c2)c(Br)c1 | 6.01µM* | 1.78µM* | -1.9% | 2.82µM* | -2.9% | ? | 10µM* | 11.2µM* | -1.2 | 3.1% | ·
CC(C)C(NC(=O)CCNC(=O)c1ccccc1Cl)c1nc2ccccc2[nH]1 (stereo not given) | · | -0.2% | · | -9.2% | · | 26.7% | · | · | 5.0 | 7.2% | ·
Cc1cccc(/C=C2\Sc3ccc(C(=O)N4CCC(C(N)=O)CC4)cc3N(C)C2=O)c1 | 19µM* | -20.4% | · | -5.9% | ? | -16.7% | -2.0% | 1.3% | -13.0 | 1.9% | ·
C=CCn1c(SCC(=O)NC2CCCC2)nnc1-c1cccnc1 | 1.1% | -4.8% | -2.0% | -1.0% | -1.7% | 2.5% | 1.6% | -19.9% | 3.6 | -2.8% | -1.3%
COCCN1Cc2cccc(C(=O)Nc3ccc4c(c3)OCCO4)c2C1=O | 21.3µM* | -0.2% | 0.2% | 0.1% | 5.0% | ? | 1.2% | -30.5% | -5.3 | 0.3% | -13.8%
Cc1ccc2c(C)c(C(=O)N(Cc3ccc(F)cc3)C3CCS(=O)(=O)C3)oc2c1 (stereo not given) | 0.2% | -12.1% | · | -9.0% | 1.9% | ? | -7.8% | -1.5% | -10.7 | 18.9% | ·
Cc1cccc(NC(=O)CSc2nc3ccc(N4C(=O)c5ccccc5C4=O)cc3s2)c1C | -17.8% | -0.2% | -0.5% | 0.4% | 12.8% | -3.3% | -3.9% | -20.8% | -11.1 | 1.7% | -22.6%
CCOC(=O)c1cn(-c2ccc(F)c(F)c2)c2c(F)c(F)c(F)c(F)c2c1=O | 1.2% | 2.1% | -9.4% | -5.5% | -14.3% | 1.6% | 9.0% | -41.3% | · | -4.4% | -9.0%
